High-throughput results as filed in PubChem BioAssay.
HP1b binding inh – HP1-beta chromodomain-methylated histone interaction inhibition; AlphaScreen HP1-beta / biotin-H3K9me3 peptide binding; Potency, µM (highest dose often 114 µM), inactives show at the highest dose activity change, negative = inhibition, usual class: inhibitors; actives 0.56% (n = 390,000); also: potency is read from the fitted curve at half-maximal effect; nearly all actives have a fitted effect of over 70% in size; inactives centre near 23
Target sequence (P83916 whole entry, looked up): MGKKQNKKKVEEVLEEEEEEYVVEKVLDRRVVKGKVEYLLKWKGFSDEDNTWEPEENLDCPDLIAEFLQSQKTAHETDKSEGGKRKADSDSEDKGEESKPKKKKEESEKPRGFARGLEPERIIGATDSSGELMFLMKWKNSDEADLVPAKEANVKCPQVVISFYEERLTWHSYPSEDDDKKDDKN
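Compound inhibition of the preformed complex between 50 nM HP1-beta and 50 nM biotinylated H3K9me3 peptide was read by AlphaScreen. Buffer was PBS pH 7.4 with 0.01% Tween-20. Incubations ran 30 min at room temperature, with 10 ug/mL donor/acceptor beads.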
PGK inhibitor – inhibitors of T. brucei phosphoglycerate kinase. P07378. PGK/GAPDH coupled, Kinase-Glo luminescence, 60 min. Potency, µM (highest dose often 57.5 µM), for the others: at the top dose activity change, negative = inhibition, usual class: inhibitors. actives 0.043% (n = 380,000); also: potency is read from the fitted curve at half-maximal effect; % is scaled to controls: 0 for no effect and ±100 for the full control effect; nearly all actives have a fitted effect of over 60% in size
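Recombinant glycosomal PGK reaction used 1,3-bisphosphoglycerate generated in-well by GAPDH (100nM final) in 100mM TEA pH 7.6, 5mM MgCl2, 0.01% Tween-20. After 60 minutes at room temperature, ATP was read by Kinase-Glo Plus luminescence end-point.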
PI4K2A inh – blocks human PI4K2A kinase activity; Q9BTU6; purified PI4K2A, ADP-Glo luminescence, 1 h; hits give low values; activity change, negative = inhibition, % at 76.9 µM; actives 0.13% (n = 420,000); in the data active = activity change below about -50%; inconclusive = mostly about -30% to -49%;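 also: -100% = wells without enzyme as full effect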
Target sequence (Q9BTU6 whole entry, looked up): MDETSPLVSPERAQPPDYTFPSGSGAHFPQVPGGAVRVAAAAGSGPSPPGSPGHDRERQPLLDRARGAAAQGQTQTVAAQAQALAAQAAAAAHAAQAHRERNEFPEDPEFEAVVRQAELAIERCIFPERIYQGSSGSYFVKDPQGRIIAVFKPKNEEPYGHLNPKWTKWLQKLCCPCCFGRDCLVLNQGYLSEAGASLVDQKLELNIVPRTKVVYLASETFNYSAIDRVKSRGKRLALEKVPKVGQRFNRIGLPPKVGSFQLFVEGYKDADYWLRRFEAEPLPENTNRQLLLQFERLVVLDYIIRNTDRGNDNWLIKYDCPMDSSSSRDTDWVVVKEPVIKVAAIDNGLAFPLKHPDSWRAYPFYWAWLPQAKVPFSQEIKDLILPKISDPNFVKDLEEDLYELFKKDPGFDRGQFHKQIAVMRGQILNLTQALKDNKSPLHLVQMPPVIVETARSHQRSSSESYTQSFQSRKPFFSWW
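In this quantitative HTS, ADP production by PI4K2A was quantified luminescently after 1 h at ambient temperature; 100 microM adenosine served as plate-quality control.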
BAZ2B inh – blocks human BAZ2B. AID 504333. actives 4.4% (n = 360,000). Potency, µM (doses to about 114 µM), without a hit: at the highest dose activity change, negative = inhibition, most hits filed as inhibitors. Q9UIF8. AlphaScreen BAZ2B-H3K14Ac peptide displacement; also: potency is read from the fitted curve at half-maximal effect; % is scaled to controls: 0 for no effect and ±100 for the full control effect; nearly all actives have a fitted effect of over 60% in size
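Compounds, titrated to a top concentration of 110 uM, were incubated 30 min at room temperature with preformed BAZ2B/acetyl-K14 H3 peptide complex (50 nM each). Proximity signal was measured by AlphaScreen after 20 min with beads.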
JMJD2A Tudor – blocks the human JMJD2A Tudor domain | AlphaScreen JMJD2A-Tudor / H3K4me3 peptide binding | Potency, µM (doses to about 114 µM), without a hit: at the highest dose activity change, negative = inhibition, most hits filed as inhibitors | actives 4.4% (n = 390,000); also: potency is read from the fitted curve at half-maximal effect; % is scaled to controls: 0 for no effect and ±100 for the full control effect; nearly all actives have a fitted effect of over 50% in size
Pin1 inhibitor – human Pin1 inhibition | Q13526 | Pin1 FP peptide displacement, HiFluor488, 10 min | Potency, µM (titrated, usually from 115 µM), inactives show at the top dose activity, negative = inhibition, actives largely listed as inhibitors | actives 0.009% (n = 390,000) | AID 504891; active = well fitted inhibition curve with a large enough effect in the polarisation, with a control signal flat, not every such curve was filed as active; inconclusive = small, poorly fitted or top-dose-only effect, or effect the other way, or a change in a side signal; inactive = no such curve, though single readings can be large or run the other way; the % refers to the polarisation; also: potency is read from the fitted curve at half-maximal effect; % is scaled to controls: 0 for no effect and ±100 for the full control effect
POLH inh – DNA polymerase eta (human) inhibition; recombinant Pol eta, fluorescent DNA replication assay; Potency, µM (highest dose often 114 µM), for the others: at the highest dose activity change, negative = inhibition, usual class: inhibitors; actives 1.2% (n = 390,000); AID 588591; also: potency is read from the fitted curve at half-maximal effect; % is scaled to controls: 0 for no effect and ±100 for the full control effect
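Fluorescent replication assay: 50 nM final substrate added after a 15 min room-temperature compound preincubation with 10 nM enzyme. Signal taken at 0 min and again at 10 min.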
G9a block – inhibitors of human histone lysine methyltransferase G9a; G9a H3K9 monomethylation, AlphaScreen, 2 h; actives 8.8% (n = 350,000); Potency, µM (highest dose often 102 µM), for the others: at the highest dose activity, negative = inhibition, usual class: inhibitors; Q96KQ7; AID 504332; also: potency is read from the fitted curve at half-maximal effect; % is scaled to controls: 0 for no effect and ±100 for the full control effect; nearly all actives have a fitted effect of over 75% in size
Target sequence (Q96KQ7 913-1193 limits assumed): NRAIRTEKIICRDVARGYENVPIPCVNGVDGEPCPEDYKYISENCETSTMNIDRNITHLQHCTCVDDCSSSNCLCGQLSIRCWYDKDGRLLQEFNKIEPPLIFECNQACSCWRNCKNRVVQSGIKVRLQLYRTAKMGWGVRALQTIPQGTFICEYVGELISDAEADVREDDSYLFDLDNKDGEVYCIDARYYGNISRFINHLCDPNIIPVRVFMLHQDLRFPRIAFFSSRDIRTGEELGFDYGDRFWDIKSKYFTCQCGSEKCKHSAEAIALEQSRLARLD
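Quantitative HTS format: methyltransferase activity on a biotin-tagged H3K9 peptide is measured by AlphaScreen, using a rabbit anti-monomethyl-H3K9 antibody with streptavidin donor and anti-IgG acceptor beads. Final levels are 20 nM enzyme, 500 nM peptide, 20 uM SAM; 2 h RT.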
GLS inhibitor – blocks human kidney-isoform glutaminase activity; GLS enzymatic activity, qHTS titration; O94925; Potency, µM (titrated, usually from 45.5 µM), for inactives: at the top dose activity change, negative = inhibition, hits mostly inhibitors; actives 0.21% (n = 410,000); also: potency is read from the fitted curve at half-maximal effect; % is scaled to controls: 0 for no effect and ±100 for the full control effect
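hKGA in 45 mM KH2PO4 pH 8.2, 0.02% Tween-20 with pin-transferred compounds; 1 mM L-glutamine (stock) plus glutamate oxidase/HRP/Amplex Red coupling added. Fluorescence read initially and after 30 min at RT.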
The depositor's hits bear a star; i = inactive; u = inconclusive; x = not tested or not shown; [ ] = another dose, or the depositor's remark. Unless noted, calls follow the shape of the dose curve; as a rule, active = well fitted curve in the direction sought with a large enough effect; inconclusive = small, poorly fitted or top-dose-only effect, or another doubt; inactive = no such curve, though single readings can be large; an effect the other way counts as inactive or inconclusive. This is a subset, so the mix of outcomes need not match the whole.

1. CCOCCn1c(CN2CCOCC2)nc2c1c(=O)[nH]c(=O)n2C
2. O=C(COc1ccc(Cl)cc1)NNC(=O)c1ccccn1
3. CCC1(c2ccc(F)cc2)NC(=O)N(CC(=O)NCc2ccccc2Cl)C1=O (centres undefined)
4. COc1ccc(CN(C)CC(=O)Nc2cccc(S(=O)(=O)N(C)c3ccccc3)c2)c(OC)c1
5. O=C1CCN(Cc2ccccc2)C=C1c1cccc(O)c1
6. O=C(c1cccnc1)N1CCC(Oc2ccc(C(=O)N3CCCC(O)C3)cc2)CC1 (centres undefined)
7. COc1ccc(/C=N/n2c(=O)[nH]c3c([nH]c4ccc(C)cc43)c2=O)cc1CN1CCOCC1
8. O=C(NCc1ccccc1Cl)c1cc2c(s1)-c1ccc(Cl)cc1SC2
9. CCOC(=O)C1CCCN(C(=O)COc2ccc(C(=O)c3ccccc3)cc2)C1 (centres undefined)
10. COc1ccc2nc3n(c(=O)c2c1)-c1ncccc1C(=O)NC3C (centres undefined)

Assay by compound	1	2	3	4	5	6	7	8	9	10
HP1b binding inh	41%[activator]	44%[activator]	35%	18%	32%	-9%	12%	19%	38%	x
PGK inhibitor	i	4%	x	2%	i	-4%	-5%	-9%	1%	-14%
PI4K2A inh	2	-21	-4	0	4	-6	5	2	0	-5
BAZ2B inh	3%	-38%	-2%	-4%	x	5%	3%	6%	5%	x
JMJD2A Tudor	-1%	-11%	-7%	-25%	-10%	-8%	-21%	-6%	3%	x
Pin1 inhibitor	-4%	-5%	-1%	2%	-2%	-7%	-5%	18%	-1%	x
POLH inh	-2%	-22%	-4%	-30%	-9%	-9%	-9%	-4%	-12%	-18%
G9a block	2%[59 µM]	83%[activator][59 µM]	24%[2.33 µM]	17%[59 µM]	x	12%	21%[59 µM]	17%[59 µM]	u	x
GLS inhibitor	2%	0%	-7%	1%	25%	-2%	2%	19%	2%	1%

Part of the list above in a different format.
item	Compound	HP1b binding inh	PGK inhibitor	PI4K2A inh	BAZ2B inh	JMJD2A Tudor	Pin1 inhibitor	POLH inh	G9a block	GLS inhibitor
3	CCC1(c2ccc(F)cc2)NC(=O)N(CC(=O)NCc2ccccc2Cl)C1=O (centres undefined)	35%	x	-4	-2%	-7%	-1%	-4%	24%[2.33 µM]	-7%
4	COc1ccc(CN(C)CC(=O)Nc2cccc(S(=O)(=O)N(C)c3ccccc3)c2)c(OC)c1	18%	2%	0	-4%	-25%	2%	-30%	17%[59 µM]	1%
5	O=C1CCN(Cc2ccccc2)C=C1c1cccc(O)c1	32%	i	4	x	-10%	-2%	-9%	x	25%
6	O=C(c1cccnc1)N1CCC(Oc2ccc(C(=O)N3CCCC(O)C3)cc2)CC1 (centres undefined)	-9%	-4%	-6	5%	-8%	-7%	-9%	12%	-2%
7	COc1ccc(/C=N/n2c(=O)[nH]c3c([nH]c4ccc(C)cc43)c2=O)cc1CN1CCOCC1	12%	-5%	5	3%	-21%	-5%	-9%	21%[59 µM]	2%

The list goes on:
11. CCc1nc2c(c(=O)c3ccccc3n2C)c(=O)n1C1CCCCCC1
12. O=C1NC2(CCCCC2)C(=O)N1/N=C/c1ccc(O)cc1O
13. COc1cc(NC(=O)c2cc(Br)cc(C)c2OC)ccc1NC(=O)C(C)C
14. O=C1CSC(c2ccc(F)cc2)N1c1ccccc1F (centres undefined)
15. CC(C)(C)c1nc(N)nc(=O)[nH]1
16. Cc1nc2nc(SCc3nc4ccccc4[nH]3)[nH]c2cc1Br
17. CCCCc1nn2c(=O)cc(COC(=O)c3cccc(NC(=O)c4cccc(C)c4)c3)nc2s1
18. O=C(CSc1nnc(-c2ccncc2)n1Cc1ccco1)Nc1ccccc1F
19. CCCN(CC(=O)Nc1cccc(Br)c1)CC(=O)Nc1ccc(F)c(F)c1F
20. CCc1ccc(CNC(=O)c2c3c(nc4ccccc24)C(=O)N(C2CCCCC2)C3)cc1

Assay by compound	11	12	13	14	15	16	17	18	19	20
HP1b binding inh	18%	-18%	23%	56%[activator]	25%	15%	7%	29%	58%[activator]	16%
PGK inhibitor	4%	4%	9%	0%	-6%	5%	7%	-7%	8%	3%
PI4K2A inh	3	17	0	2	2	5	0	-2	-3	-2
BAZ2B inh	u	u	0%	-1%	4%	-24%	-1%	-15%	15%	u
JMJD2A Tudor	-22%	-15%[11.4 µM]	-16%	-3%	-6%	-7%	-9%	-17%	-3%	u
Pin1 inhibitor	6%	-14%	6%	1%	6%	30%[activator]	-4%	2%	-11%	4%
POLH inh	-9%	4%	-8%	-6%	-17%	7%	-9%	10%	u	-13%
G9a block	u	4µM*	4%	5%	x	1%	2%[59 µM]	3%	11µM*	-3%[59 µM]
GLS inhibitor	19%	20%	0%	-4%	-9%	2%	3%	3%	9%	2%

21. COc1ccc(Cl)cc1NC(=O)CN(C1CCCCC1)S(C)(=O)=O
22. O=C(CSc1ncccn1)NCc1ccc(F)cc1
23. CCCCCSc1nnc(-c2cc(Br)ccc2N)c(=O)[nH]1
24. COc1cccc(NC(=O)c2csnn2)c1
25. Cc1cc(C)cc(C(=O)OCC(=O)NCc2cccs2)c1
26. O=c1[nH]c2ccccc2n1Cc1ccc(F)cc1
27. O=C1CN(C(=O)c2cc(Br)c(Br)s2)c2ccccc2N1
28. Cc1c(NC(=O)CN2C(=O)C(=O)c3ccccc32)c(=O)n(-c2ccccc2)n1C
29. COC(=O)C1=C(C)N(c2ccccc2)C(=S)NC1c1ccccc1C(F)(F)F (centres undefined)
30. O=C1[C@@H]2C(c3ccc(F)cc3)=NO[C@@H]2C(=O)N1Cc1ccccc1

Assay by compound	21	22	23	24	25	26	27	28	29	30
HP1b binding inh	-13%	31%[activator]	39%	4%	47%	17%	14%	39%[activator]	18%	28%
PGK inhibitor	-9%	-8%	-5%	7%	6%	-8%	-2%	7%	1%	-3%
PI4K2A inh	3	2	2	-7	5	-4	-15	1	-4	2
BAZ2B inh	3%	x	2%	-13%	-6%	-5%	-39%	8%	u	1%
JMJD2A Tudor	u	-7%	-9%	-15%	-10%	-19%	-6%[11.4 µM]	-6%	u	-7%
Pin1 inhibitor	-1%	0%	-1%	3%	5%	-5%	5%	2%	-1%	-6%
POLH inh	-19%	-12%	14%	-12%	4%	-13%	-5%	1%	-14%	-15%
G9a block	-43%[12.7 µM]	14%[59 µM]	45µM*	u	-23%	x	u	x	50µM*	1%
GLS inhibitor	9%	-1%	6%	-8%	1%	1%	-4%	11%	15%	4%

31. COc1cc(C(=O)N2c3ccccc3CC2C)cc(OC)c1OC (centres undefined)
32. CN(Cc1ccccc1)C(=O)CN1C(=O)NC(C)(c2ccc(C(C)(C)C)cc2)C1=O (centres undefined)
33. CSCCC(NC(=O)c1ccccc1Br)C(=O)NCC(c1ccco1)N1CCCCC1 (centres undefined)
34. COCCCNC(=O)c1c(NC(=O)Cc2coc3cc(C)ccc23)sc2c1CCCC2
35. CCN1C(=O)[C@H]2[C@@H](c3ccc(-c4ccc(F)cc4)cc3)N[C@@](C)(C(=O)OC)[C@H]2C1=O
36. O=C(O)CC(NC(=O)C12CC3CC(CC(C3)C1)C2)c1ccc(OC2CCCC2)cc1 (centres undefined)
37. CCN(CC)S(=O)(=O)c1ccc(/C=C/C(=O)Nc2ccc(N3CCOCC3)cc2)cc1
38. Cc1cccc(OCc2nnc(SCC(=O)N(C(C)C)C(C)C)n2Cc2ccco2)c1C
39. CC(C)(C)OC(=O)N[C@H]1C=C[C@H](OC(=O)CC(=O)OCC(F)(F)F)C1
40. COc1ccc(CCNC(=O)C2CCCN2S(=O)(=O)c2cccc3nsnc23)cc1OC (centres undefined)

Assay by compound	31	32	33	34	35	36	37	38	39	40
HP1b binding inh	44%[activator]	-4%	6%	46%[activator]	18%	29%	-18%	15%	22%	56%[activator]
PGK inhibitor	-6%	-6%	9%	-2%	-11%	2%	-4%	0%	-2%	1%
PI4K2A inh	3	-1	0	-1	-3	-1	-2	-11	-4	0
BAZ2B inh	11%	-6%	11%	-3%	x	x	u	-2%	x	-2%
JMJD2A Tudor	-20%	-6%	-12%	-8%	-16%	-9%	u	-27%	-10%	-18%
Pin1 inhibitor	3%	0%	2%	23%	-4%	0%	3%	2%	-5%	1%
POLH inh	-14%	-23%	-11%	-21%	-4%	11%	3%	-12%	2%	-6%
G9a block	19%[12.7 µM]	5%[59 µM]	8%[0.501 µM]	-6%[59 µM]	x	u	45µM*	u	x	19%
GLS inhibitor	2%	-5%	15%	14%	-11%	19%	20%	2%	1%	5%

41. COc1ccc(C(=O)c2c3ccccc3[n+]([O-])n2CCC(N)=O)cc1
42. Nc1ccccc1-c1nc2ccccc2s1
43. Cc1ccc(S(=O)(=O)N2CCN(C(=O)c3ccccc3)C2)cc1[N+](=O)[O-]
44. O=C(NCc1n[nH]c(=S)n1-c1ccccc1)c1ccco1

Assay by compound	41	42	43	44
HP1b binding inh	27%	236%[activator]	25%	27%
PGK inhibitor	-8%	-2%	-9%	i
PI4K2A inh	-1	3	-4	6
BAZ2B inh	5%	153%[activator]	6%	8%
JMJD2A Tudor	-3%	191%[activator]	-15%	16µM*
Pin1 inhibitor	0%	-13%	-1%	0%
POLH inh	-7%	-25%	-13%	8%
G9a block	-10%[2.33 µM]	469%[activator]	6%	8.9µM*
GLS inhibitor	-3%	2%	0%	11%
